Assay outcomes: PubChem, several laboratories
Furin inh: human furin inhibitors, primary screen, biochemical, fluorescence intensity. P09958. purified furin, fluorogenic substrate cleavage. inhibition, % at 30 µM. 220,000 compounds, 0.061% hits; in the data active = inhibition above about 25%; note: inactives centre near -15
Wee1 degr inh: Wee1 degradation inhibitors, primary screen, cell-based, HeLa, Wee1K328M-luciferase, luminescence; reporter increase, % at 5 µM; 220,000 compounds, 1.2% hits; AID 1321, 2008; HeLa Luc-Wee1K328M stability; 100% = proteasome inhibitor MG132 effect; Wee1-like protein kinase (Homo sapiens), P30291;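 active = activation above the mean of all tested compounds plus 3 SD, set per screening run, cut at about 8.8% in these data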;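 note: cells exposed to compound for 20 h before luminescence read; 0% = DMSO alone and 100% = MG132 at 30 µM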
thrombin 1536: human alpha-thrombin inhibitors, primary screen, counter-screen for coagulation protease inhibitor project, biochemical, 1536-well, fluorogenic AMC substrate; Prothrombin (Homo sapiens), P00734; Boc-VPR-AMC fluorogenic substrate cleavage; inhibition, % at 5 µM; 220,000 compounds, 0.26% hits;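 active = inhibition at or above 40%; inactive = inhibition below 40%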;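 note: 0% = enzyme with no compound and 100% = wells without enzyme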
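System – human alpha-thrombin · Medium – pH 7.5 Tris (50 mM) with NaCl 150 mM, Tween 20 0.05% · Compound – single-point dosing at 5 µM, 0.2% DMSO · Incubation – enzyme reaction carried out at room temperature · Technique – fluorescence of released AMC, ex 355 nm, em 460 nm · Read-out basis – % inhibition of thrombin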
KLK5 inh: human KLK5 protease inhibitors, primary screen, biochemical, 1536-well | 210,000 compounds, 0.59% hits | recombinant hK5, fluorogenic AMC substrate cleavage | AID 873, 2007 | Kallikrein-5 (Homo sapiens), Q9Y337 | inhibition, % at 5 µM;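 active = inhibition of 40% or more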;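 note: 0% = enzyme controls without compound and 100% = no-enzyme blanks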
Target sequence (Q9Y337 67-293 limits assumed): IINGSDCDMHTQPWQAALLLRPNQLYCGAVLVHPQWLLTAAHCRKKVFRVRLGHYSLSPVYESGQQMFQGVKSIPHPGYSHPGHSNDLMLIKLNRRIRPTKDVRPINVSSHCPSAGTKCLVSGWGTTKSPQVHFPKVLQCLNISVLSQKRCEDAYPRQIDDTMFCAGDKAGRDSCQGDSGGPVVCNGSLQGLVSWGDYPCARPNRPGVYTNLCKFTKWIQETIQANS
FXIa inh: human FXIa protease inhibitors, primary screen, biochemical, 1536-well. 220,000 compounds, 0.14% hits. Coagulation factor XI (Homo sapiens), P03951. AID 798, 2007. purified FXIa, Boc-Glu-Ala-Arg-AMC fluorogenic substrate. inhibition, % at 5 µM;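 active = inhibition of at least 40%; inactive = inhibition below 40%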;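 note: fluorescence of freed AMC excited at 355 nm; 0% = enzyme without compound and 100% = no enzyme blank; many of its hits are not listed in these tables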
Target sequence (P03951 19-387 limits assumed): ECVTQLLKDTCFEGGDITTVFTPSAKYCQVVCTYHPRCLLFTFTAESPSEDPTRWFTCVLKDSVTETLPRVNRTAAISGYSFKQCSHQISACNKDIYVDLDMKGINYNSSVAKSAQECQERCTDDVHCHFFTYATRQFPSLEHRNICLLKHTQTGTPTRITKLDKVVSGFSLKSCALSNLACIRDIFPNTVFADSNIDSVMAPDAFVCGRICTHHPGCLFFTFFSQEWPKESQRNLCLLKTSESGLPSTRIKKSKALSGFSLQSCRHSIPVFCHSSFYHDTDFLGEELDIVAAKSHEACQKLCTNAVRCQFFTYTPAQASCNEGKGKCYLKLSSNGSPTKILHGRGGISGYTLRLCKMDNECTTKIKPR
Target sequence (P03951 388-625 limits assumed): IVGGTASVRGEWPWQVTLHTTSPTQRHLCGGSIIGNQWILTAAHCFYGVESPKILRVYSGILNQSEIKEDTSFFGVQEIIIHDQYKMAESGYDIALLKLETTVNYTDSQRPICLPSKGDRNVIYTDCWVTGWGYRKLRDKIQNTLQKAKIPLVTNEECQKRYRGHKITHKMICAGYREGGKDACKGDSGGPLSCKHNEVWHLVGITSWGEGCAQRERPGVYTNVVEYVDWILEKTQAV
p97 ATPase inh: inhibitors of human p97 ATPase, primary screen, biochemical; inhibition, % at 8 µM; AID 1481, 2009; recombinant p97 ATPase, Kinase-Glo ATP luminescence, 3 h; 220,000 compounds, 0.42% hits; in the data active = inhibition above about 15%;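 note: 0% = DMSO vehicle and 100% = wells lacking enzyme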
FXIIa inh: human FXIIa protease inhibitors, primary screen, biochemical, 1536-well | Coagulation factor XII (Homo sapiens), P00748 | purified FXIIa, Boc-QGR-AMC fluorogenic substrate, 2 h | inhibition, % at 5 µM | 220,000 compounds, 0.3% hits; in the data active = inhibition above about 40%;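 note: 0% = enzyme with no compound and 100% = blank without enzyme; many of its hits are not listed in these tables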
Cl transport mod: KCC2 cotransporter modulators, thallium flux, primary screen, cell-based, HEK293 KCC2, FluoZin-2 fluorescence, MLSMR. Solute carrier family 12 member 5 (Homo sapiens), Q9H2X9. KCC2 cells, thallium flux FluoZin-2 fluorescence. B-score of Tl+ flux slope (higher = more flux/activation; lower = inhibition) at 10 µM. 190,000 compounds, 2.2% hits. AID 1456, 2008;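 active = thallium flux slope and its plate-corrected score both differing from the plate sample mean at a set confidence after two filtering rounds, in either direction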;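 note: slope of fluorescence scaled to starting intensity during 10 to 20 s after thallium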
PERK inh: block of dimerizer-induced PERK translation repression, primary screen, PERK inhibitor project, CHO PERK-DD cells, SEAP luminescence, HTS; CHO PERK-DD fusion, SEAP luminescence translation reporter; AID 1416, 2008; Eukaryotic translation initiation factor 2-alpha kinase 3 (Homo sapiens), Q9NZJ5; 220,000 compounds, 0.17% hits; inhibition, % at 5.6 µM;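 active = inhibition above the mean inhibition of all tested compounds plus 3 SD, set separately per screening campaign, cut at about 2.9% in these data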;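 note: PERK kinase domain activated by AP20187 dimerizer at 100 nM; 0% = DMSO with dimerizer and 100% = rapamycin at 8.4 µM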
Numbers without * were called inactive; / = no result given; [ ] = dose if it differs, or a comment.

SMILES | Furin inh | Wee1 degr inh | thrombin 1536 | KLK5 inh | FXIa inh | p97 ATPase inh | FXIIa inh | Cl transport mod | PERK inh
CCOc1ccccc1OCC(=O)NC1CCCCC1 | -21[20 µM] | 0 | -3 | 7 | 0 | 0 | -3 | / | -0.5
CC(=O)N/N=C(\C)CC(=O)Nc1ccc2c(c1)OCCO2 | -8 | -1 | -2 | 3 | 9 | 13 | 13 | / | 0.4
O=C(Nc1cccc(OC(=O)c2cccnc2)c1)c1cccnc1 | -1[20 µM] | -1 | 13 | -20 | 3 | -5 | 11 | -1.5 | -0.3
CCN(CC)CCCN1C(=O)c2oc3ccccc3c(=O)c2C1c1cccs1 (stereo not drawn) | -10[20 µM] | -1 | 5 | -20 | 4 | -3 | 8 | / | -1.4
COc1ccc(CSc2nncn2C)cc1[N+](=O)[O-] | -14 | 6 | -7 | -19 | -2 | 5 | -3 | -0.11 | 0.6
COC(=O)/C(=C1/Oc2cc(C)oc(=O)c2S1)C(F)(F)F | -25 | 0 | 6 | 1 | 2 | 4 | 14 | -0.77 | 0.5
CN(C)c1ccc(C(=O)c2ccc(O)cc2O)cc1 | -7[20 µM] | 1 | -1 | -2 | 2 | -5 | 9 | -3.6* | 0.0
OC1CCCN(c2c3c(nc4cc(-c5cccc(F)c5)nn24)CCCC3)C1 (stereo not drawn) | -2 | 1 | 16 | 9 | 20 | -3 | 14 | -1.1 | -0.5
CCOC(=O)Cn1c(=O)oc2cc(S(=O)(=O)NCCCc3ccccc3)ccc21 | -17 | 1 | 2 | -9 | 4 | 9 | 12 | -2.7 | 1.7
CCC(C)(C(=O)NC1CCCC1)N(C(=O)CNC(=O)c1ccccc1)c1c(C)n(C)n(-c2ccccc2)c1=O (stereo not drawn) | 5 | -4 | 12 | 1 | 4 | -3 | 15 | 2 | 0.2
COc1ccc(O)c(/C=C(\C#N)C(=O)Nc2cccnc2)c1 | -16 | 5 | -7 | -8 | -5 | 1 | 1 | -0.33 | 0.3
O=C(COC(=O)CCNS(=O)(=O)c1ccc(Cl)cc1)NCc1ccco1 | -21 | -1 | 1 | -9 | 3 | 4 | 7 | -0.37 | 0.8
NS(=O)(=O)c1ccc(Nc2ncccc2[N+](=O)[O-])cc1 | -5[20 µM] | -2 | 6 | 1 | 4 | -2 | 18 | -0.24 | -0.9
Cn1c(-c2sc3cc(C(F)(F)F)cnc3c2-c2cccnc2)n[nH]c1=S | -21[20 µM] | -1 | 9 | 3 | 3 | 3 | 11 | 0.94 | 0.1
CCOC(=O)c1[nH]c(C)c(C(=O)OCC(=O)N(C)C2CCS(=O)(=O)C2)c1C (stereo not drawn) | -44 | 2 | 17 | 0 | -1 | 3 | 7 | -0.59 | 0.6
CN(Cc1nc(CC2CC2)no1)CC12CC3CC(CC(C3)C1)C2 | -27 | 5 | -1 | 3 | 0 | 5 | 8 | 0.055 | 0.7
CCCCC(c1nnnn1CCOC)N1CCN(C(=O)c2ccco2)CC1 (stereo not drawn) | -17 | -1 | -2 | 2 | -7 | 5 | -5 | -0.14 | 0.1
Cc1onc(-c2ccccc2)c1C(=O)Nc1nc(-c2ccccc2)cs1 | 9[20 µM] | 0 | -6 | -20 | 1 | -3 | -3 | -1.1 | -2.4
COC(=O)Cc1c(C)nc2nc(-c3ccc(C)cc3)[nH]n2c1=O | -10[20 µM] | -1 | 0 | 6 | 8 | -2 | 40* | -0.58 | 0.4
O=C(c1ccco1)N1CCN=C1SCc1cccnc1 | -6 | -2 | 1 | 2 | 3 | 2 | 14 | -0.16 | -0.7
CCCC(C(=O)NC1CCCC1)N(C(=O)Cn1nnc(-c2ccc(C)o2)n1)C1CCCC1 (stereo not drawn) | -26 | 0 | 0 | 5 | -6 | 1 | -11 | -0.48 | -1.1
CCOC(=O)C1=C(C)NC(C)=C(C(=O)OCC)C1c1ccccn1 | -3 | 0 | -3 | -7 | -17 | -7 | 1 | -0.54 | -0.8
O=C(Nc1nnc(SCc2ccc(F)cc2)s1)c1cnccn1 | -15 | -1 | -2 | 1 | 0 | 0 | 10 | -0.51 | 1.1
COC(=O)Cc1[nH]nc2c1C(C1C=CCCC1)C(C#N)=C(N)O2 (stereo not drawn) | -24[20 µM] | 0 | 1 | -7 | 1 | 0 | 19 | -0.57 | 0.8
Cc1nnc(N/N=C/c2c(O)n(-c3cccc(C(F)(F)F)c3)c(=O)c3ccccc23)[nH]c1=O | -4 | 3 | 3 | -25 | -1 | -2 | 4 | -2.7 | 0.7
O=C(NCCCN1CCN(c2ccc(F)cc2)CC1)c1cccc(N2CCCC2=O)c1 | 1 | 0 | 4 | -7 | 8 | -2 | 20 | 0.083 | -1.4
Brc1ccc(-c2csc(NNC3=NCCCCC3)n2)cc1 | -10[20 µM] | 8 | 3 | -10 | -3 | 8 | 7 | -0.12 | 0.1
COCCNC(=O)C1CC(=O)N(c2ccc(F)c(Cl)c2)C1 (stereo not drawn) | -27 | -2 | / | / | / | 2 | / | 0.61 | 1.5
COc1ccc(NC(=S)NCCN2CCOCC2)c(OC)c1 | -14[20 µM] | -2 | / | / | / | 8 | / | 0.051 | 0.4
CSc1ccccc1C(=O)NCc1cccnc1 | -25 | -3 | -4 | -2 | -2 | 5 | 5 | 0.83 | -0.3
CCCc1cc(C(=O)Nc2c(C)n(C)n(-c3ccccc3)c2=O)no1 | -11 | -2 | -3 | 0 | -2 | -2 | 12 | / | 0.3
O=C1NC(c2ccc(-c3ccccc3[N+](=O)[O-])o2)C(C(=O)c2ccc(F)cc2)C(O)(C(F)(F)F)N1 (stereo not drawn) | -8 | 1 | 8 | 29 | 11 | 0 | 7 | 0.036 | -0.1
CC12CC3(C)CC(C)(C1)CC(C(=O)Nc1nn[nH]n1)(C2)C3 | -22[20 µM] | 0 | -3 | -16 | 3 | 3 | 13 | -0.043 | 0.7
Cn1c(COc2ccc([N+](=O)[O-])cc2)nnc1SCC(N)=O | -24 | 0 | -12 | 8 | 1 | 5 | 8 | 0.35 | 1.7
CCN(CC)c1ncc(C)c(=O)[nH]1 | -6 | 3 | -7 | -2 | 1 | 0 | 10 | 0.26 | -0.2
CS/C(=N\S(=O)(=O)c1cccs1)Nc1cccc(Cl)c1C | -20 | 0 | -5 | -6 | -3 | -1 | 5 | -1.7 | -0.3
COc1ccc(-c2cc(C(=O)NCCN3CCOCC3)c3ccccc3n2)cc1 | -14 | -3 | -5 | -44 | 0 | 0 | 9 | / | -1.0
N=C(N)SCP(=O)(c1ccccc1)c1ccccc1 | -22 | -1 | -4 | 1 | 0 | 9 | 4 | -0.082 | 1.4
OCCNCc1ccc(-c2ccccc2)cc1 | -23 | 0 | -15 | 3 | 2 | 3 | 11 | 0.013 | 0.5
CCCNC(=O)C1CCN(S(=O)(=O)c2ccc3nc4c(c(C(=O)O)c3c2)CCCCC4)CC1 | -14 | 1 | -1 | -7 | 1 | 2 | 12 | 0.074 | 1.3
CC(C)(C)NC(=O)c1cc(C(C)(C)C)c(O)c(C(C)(C)C)c1 | -15 | 1 | -1 | -15 | 24 | 0 | 26 | -1.2 | 0.7
O=C(CC1C(=O)NCCN1Cc1ccc(-c2ccccc2)cc1)NCC1CC1 (stereo not drawn) | -9 | 2 | -12 | -4 | -7 | -1 | 4 | -0.7 | -0.1
Cc1ccc(S(=O)(=O)N2CCOCC2)cc1C(=O)OCC(=O)N1c2ccccc2NC(=O)C1(C)C | -10[20 µM] | -1 | -6 | -15 | -17 | -5 | -1 | -2.9 | -1.1
CC(NC(=O)COC(=O)c1ccc(N(C)C)cc1)c1ccccc1 (stereo not drawn) | -19 | 0 | -2 | 2 | -2 | 2 | / | -1.1 | 1.1
Cc1ccc(-c2csc3ncnc(SCC(=O)c4ccc5c(c4)OCCO5)c23)cc1 | -22 | 3 | 0 | -8 | 2 | 2 | 18 | -0.29 | 0.9
Cc1cc(C(F)(F)F)nc(SCC(=O)Nc2cc(C)on2)n1 | -16[20 µM] | 0 | 23 | 37 | 0 | -2 | 22 | 0.28 | -0.8
CCC(=O)N1CCN=C1SCc1ccc(F)cc1 | -10 | -4 | 3 | 2 | -2 | -2 | 21 | -1.3 | 0.1
Cc1ccnc(SCC(=O)c2cccc([N+](=O)[O-])c2)n1 | -17 | 5 | 2 | -6 | 7 | 3 | 4 | 0.95 | 0.5

Ordered by length of the SMILES (smallest number first): some entries from above.
SMILES | Furin inh | Wee1 degr inh | thrombin 1536 | KLK5 inh | FXIa inh | p97 ATPase inh | FXIIa inh | Cl transport mod | PERK inh
CCC(=O)N1CCN=C1SCc1ccc(F)cc1 | -10 | -4 | 3 | 2 | -2 | -2 | 21 | -1.3 | 0.1
Cc1cc(C(F)(F)F)nc(SCC(=O)Nc2cc(C)on2)n1 | -16[20 µM] | 0 | 23 | 37 | 0 | -2 | 22 | 0.28 | -0.8
Cc1ccnc(SCC(=O)c2cccc([N+](=O)[O-])c2)n1 | -17 | 5 | 2 | -6 | 7 | 3 | 4 | 0.95 | 0.5
O=C(CC1C(=O)NCCN1Cc1ccc(-c2ccccc2)cc1)NCC1CC1 (stereo not drawn) | -9 | 2 | -12 | -4 | -7 | -1 | 4 | -0.7 | -0.1
Cc1ccc(-c2csc3ncnc(SCC(=O)c4ccc5c(c4)OCCO5)c23)cc1 | -22 | 3 | 0 | -8 | 2 | 2 | 18 | -0.29 | 0.9
CCCNC(=O)C1CCN(S(=O)(=O)c2ccc3nc4c(c(C(=O)O)c3c2)CCCCC4)CC1 | -14 | 1 | -1 | -7 | 1 | 2 | 12 | 0.074 | 1.3
Cc1ccc(S(=O)(=O)N2CCOCC2)cc1C(=O)OCC(=O)N1c2ccccc2NC(=O)C1(C)C | -10[20 µM] | -1 | -6 | -15 | -17 | -5 | -1 | -2.9 | -1.1
